TRPC4 act: opens the mouse TRPC4 cation channel | actives 0.49% (n = 310,000) | B-score at 10 µM | Q9QUQ5 | HEK293 TRPC4beta/mu-opioid, Fluo4 calcium fluorescence; hits give high values;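 active = B-score above 5 SD of library B-scores, and initial fluorescence ratio not above library mean plus 5 SD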;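 also: positive B-score marks a calcium rise read as TRPC4 activation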
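Test system: HEK293 cells stably co-expressing mouse TRPC4beta and mu-opioid receptor | Schedule: Fluo4 dye loading 45 min at room temperature, 110 s recording | Measured by: Kinetic Fluo4 calcium fluorescence, 5 s baseline at 1 Hz | Evaluation: B score of integrated ratio | Controls: Buffer (low) and maximal DAMGO (high)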
aSyn UTR inh: MLPCN primary screen, SNCA 5' untranslated region; inhibition, % (tested at 7.5 µM); actives 0.82% (n = 300,000); alpha-synuclein 5'UTR reporter, inhibitor activity; in the data active = inhibition above about 60%;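 also: H4 neuroglioblastoma cells stably carrying SNCA 5'UTR luciferase fusion; 0% = DMSO wells and 100% = positive control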
IEC-6 cytotox: counter-screen for KLF5 inhibitors: cytotoxicity in IEC-6 cells; IEC-6 cytotoxicity, luminescence viability; inhibition, % at 5 µM; actives 0.78% (n = 290,000); in the data active = inhibition above about 22%;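 also: 0% = plate median of test compound wells and 100% = cytotoxic reference compound wells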
TRPC6 activator: mouse TRPC6 channel activation | HEK293-TRPC6 membrane potential dye fluorescence; hits give high values | AID 2550 | actives 0.13% (n = 310,000) | Q61143 | B-score at 10 µM;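 active = B-score of the integrated fluorescence ratio above library mean plus 3 SD, and starting fluorescence ratio within library mean plus 5 SD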;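 also: higher score means more depolarization so channel activation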
Target sequence (Q61143 whole entry, looked up): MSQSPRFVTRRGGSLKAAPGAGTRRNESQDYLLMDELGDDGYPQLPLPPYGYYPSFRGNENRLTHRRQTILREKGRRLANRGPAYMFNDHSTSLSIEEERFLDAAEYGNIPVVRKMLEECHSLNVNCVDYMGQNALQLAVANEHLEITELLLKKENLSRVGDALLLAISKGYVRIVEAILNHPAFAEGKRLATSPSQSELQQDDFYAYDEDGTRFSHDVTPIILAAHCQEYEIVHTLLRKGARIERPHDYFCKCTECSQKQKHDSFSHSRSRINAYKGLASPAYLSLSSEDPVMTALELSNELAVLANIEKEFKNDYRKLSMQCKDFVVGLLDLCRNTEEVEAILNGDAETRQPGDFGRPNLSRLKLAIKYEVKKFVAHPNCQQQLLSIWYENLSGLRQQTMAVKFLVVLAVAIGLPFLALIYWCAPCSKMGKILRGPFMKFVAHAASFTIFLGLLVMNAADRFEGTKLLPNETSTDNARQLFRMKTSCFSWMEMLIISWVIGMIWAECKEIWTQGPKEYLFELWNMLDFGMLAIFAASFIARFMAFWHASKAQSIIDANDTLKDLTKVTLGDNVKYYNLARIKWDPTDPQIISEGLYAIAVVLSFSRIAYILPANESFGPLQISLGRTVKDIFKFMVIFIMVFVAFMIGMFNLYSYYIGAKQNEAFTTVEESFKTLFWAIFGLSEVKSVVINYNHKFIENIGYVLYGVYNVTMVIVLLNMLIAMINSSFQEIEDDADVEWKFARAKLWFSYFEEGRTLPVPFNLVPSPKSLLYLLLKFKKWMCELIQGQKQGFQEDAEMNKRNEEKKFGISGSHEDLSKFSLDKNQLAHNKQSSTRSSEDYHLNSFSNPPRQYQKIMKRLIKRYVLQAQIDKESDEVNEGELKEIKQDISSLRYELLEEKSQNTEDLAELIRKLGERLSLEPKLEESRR
TRPC6 inh: inhibitors of mouse TRPC6 channel | B-score at 10 µM | actives 1.1% (n = 310,000) | HEK293-TRPC6, membrane potential dye, ACh-evoked depolarization; hits give low values | Q61143;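 active = B-score under library mean minus 3 SD, initial fluorescence not abnormally high, positive integrated signal ratio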;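 also: B-score derived from integrated fluorescence ratio over the kinetic read; more negative B-score means stronger inhibition of depolarization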
KLF5 inh: inhibitors of KLF5 expression; DLD-1 KLF5 promoter-luciferase reporter, luminescence; inhibition, % at 5 µM; actives 0.23% (n = 290,000); AID 1700;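 active = inhibition above a per-plate limit of that plate's mean compound inhibition plus 3 SD, cut at about 60% in these data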;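 also: 0% = DMSO wells and 100% = LY294002 at 200 µM; higher means less KLF5 promoter-driven luciferase light; inactives centre near -14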
TRPC4 PAM: TRPC4 (mouse) allosteric potentiation | actives 0.42% (n = 310,000) | B-score at 10 µM | AID 2227 | Q9QUQ5 | HEK293 TRPC4beta/mu-opioid, DAMGO EC20, Fluo-4 Ca2+ flux; hits give high values;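 active = B-score of calcium response area above 5 SD of library B-scores, with initial fluorescence ratio within 5 SD of library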;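 also: B-score of integrated fluorescence ratio over time as area under calcium response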
TRPC4 inh: inhibitors of mouse TRPC4 channel. Q9QUQ5. B-score at 10 µM. actives 0.39% (n = 300,000). HEK293 TRPC4beta/mu-opioid, DAMGO-evoked Fluo4 calcium flux; hits give low values;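 active = B-score over 3 SD under the library average, no early fluorescence shift, positive overall ratio signal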
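Assay system – HEK293 line stably carrying TRPC4beta and mu-opioid receptor · Doses – single dose · Detection – Fluo4 calcium-dye fluorescence, kinetic read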
MrgX1 antagonist: human MrgX1 receptor antagonism, primary screen; MRGX1-HEK293 calcium flux, Fluo-4, BAM8-22 antagonism; hits give low values; Q96LB2; B-score at 10 µM; actives 1.3% (n = 310,000);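 active = calcium-response B-score plate-corrected more than 3 library SD below zero, starting fluorescence within 5 deviations, no agonist response on first addition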;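 also: peak minus trough fluorescence over baseline after final BAM8-22 challenge near maximal dose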
SKKanGAS inh: inhibitors of SKKanGAS S. pyogenes growth in kanamycin (SK-promoter or general growth effect) | inhibition, % at 7.5 µM | BacTiter-Glo, 6 h | actives 1.3% (n = 300,000);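 active = mean replicate score, as percent of positive control median, at least 50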;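 also: strain carries kanamycin resistance gene driven by streptokinase promoter and grows in 40 µg/ml kanamycin; loss of luminescence reflects streptokinase promoter inhibition or plain growth inhibition; 0% = median of DMSO wells and 100% = positive control at its reference dose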
HIF act: HIF pathway transcriptional activation | actives 0.32% (n = 300,000) | U2OS HRE-luciferase reporter, luminescence; normalized: DMSO 0%, desferrioxamine 100% | activation, % at 7.5 µM (by protocol);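 active = mean activation of at least 10% of the iron chelator positive control signal, with at least half of replicates also reaching 10%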
Active calls of the source: *; i = inactive; / = not tested or not shown.

SMILES	TRPC4 act	aSyn UTR inh	IEC-6 cytotox	TRPC6 activator	TRPC6 inh	KLF5 inh	TRPC4 PAM	TRPC4 inh	MrgX1 antagonist	SKKanGAS inh	HIF act
NS(=O)(=O)c1ccc(NC(=O)COC(=O)/C=C/c2ccc([N+](=O)[O-])cc2)cc1	i	-3.3	1.7	i	i	2.0	i	i	i	-9.8	0.1
O=C(NCc1ccco1)c1cccc(-c2nnc(-c3ccccc3)o2)c1	i	-71.0	11.6	i	i	-7.2	i	i	i	-4.4	1.0
Cc1ccc(CNC(=O)c2nc3nc(C)cc(C)n3n2)cc1	i	0.8	6.6	i	i	22.4	i	i	i	-1.2	0.0
O=C1CC(=O)C(n2cncn2)C(c2ccc(Cl)cc2)C1 (stereo not drawn)	i	13.0	-0.5	i	i	-8.4	i	i	i	-1.6	-0.8
O=C(NNC(=O)c1cc(-c2ccncc2)nc2ccccc12)Nc1ccc(F)cc1	i	17.3	-2.2	i	i	-33.2	i	i	i	-5.1	-0.2
CCn1c(CNc2ccc(OC)cc2)nnc1SCC(=O)c1ccc(OC)cc1	i	-63.6	-3.8	i	i	7.5	i	i	i	1.3	1.8
CCC(=O)Nc1nc2ccccc2n1Cc1ccccc1Cl	i	72.3*	19.5	i	i	-16.6	i	i	i	63.1*	-0.1
CCOC(=O)c1ccc2[nH]c3c(c2c1)CCCC3O (stereo not drawn)	i	-58.8	2.6	i	i	-43.3	i	i	i	-10.7	2.8
CC1CCC(=NNC(=O)Cc2ccccc2)CC1 (stereo not drawn)	i	13.6	-0.8	i	i	-24.9	i	i	i	6.3	-0.1
O=C(CCCN=C1NS(=O)(=O)c2ccccc21)OCc1ccccc1	i	14.0	/	i	i	/	i	i	i	-7.0	0.3
CCOc1ccc(NC(=S)N(CC)Cc2ccccc2)cc1	i	-18.1	-6.4	i	i	-11.7	i	i	i	-2.5	1.0
Cc1ccc(SCC(=O)NCc2ccco2)cc1	i	-9.6	-4.0	i	i	-29.5	i	i	i	1.0	0.1
N#Cc1c(-c2ccco2)c2c([nH]c1=S)CCCC2	i	20.0	/	i	i	/	i	i	i	-4.0	-0.1
OCC1(CCc2ccccc2)CCN(Cc2cnc(N3CCCC3)s2)CC1	i	1.6	2.2	i	i	-37.0	i	i	i	-2.5	0.8
O=C(OCc1nnc(-c2ccccc2)o1)c1cc(=O)[nH]c2ccccc12	i	1.5	/	i	i	/	i	i	i	-10.2	1.1
CSC1=N/C(=C\c2ccc(Br)o2)C(=O)S1	i	14.1	1.0	i	i	-5.1	i	i	i	-1.8	0.0
CSC1CCCCC1(O)CSc1nc2ccccc2o1 (stereo not drawn)	i	-17.3	-4.1	i	i	-7.0	i	i	i	6.4	-0.1
O=C(CSc1nc(-c2ccco2)cc(C(F)(F)F)n1)N1CCN(c2ccc(Cl)cc2)CC1	i	12.0	0.6	i	i	4.6	i	i	i	29.3	0.0
Cc1cccc(OCC(=O)Nc2ccc3oc(=O)ccc3c2)c1C	i	-17.1	7.1	i	i	-31.0	i	i	i	-3.9	-0.3
CCN(CC)c1ccc(NC(=O)c2ccccc2F)cc1	i	-410.5	13.1	i	i	-139.8	i	i	i	-0.4	3.9
Cc1ccc(NC(=O)CN(C)C(=O)c2ccc(COc3ccccc3)cc2)cc1	i	-4.0	/	i	i	/	i	i	i	18.0	3.1
O=C(Nc1nc2ccc(SC(F)F)cc2s1)c1ccc(NS(=O)(=O)c2ccc(F)c(F)c2)cc1	i	-58.7	-6.5	i	i	-37.4	i	i	i	114.3*	0.8
CC(C)(C)c1cc2nc(N)nc(N)n2n1	i	4.9	0.7	i	i	1.2	i	i	i	4.1	-1.8
CCOC(=O)c1csc(NC(=O)CSc2nnnn2CC)n1	i	-13.1	-2.1	i	i	-30.8	i	i	i	0.3	-0.1
O=C(O)c1ccc(N/N=C/c2ccc(-c3ccccc3)cc2)cc1	i	-78.0	7.0	i	i	-170.1	i	i	/	28.4	2.2
CC(OC(=O)c1ccncc1)C(=O)Nc1cc(S(=O)(=O)N2CCCCC2)ccc1Cl (stereo not drawn)	i	1.4	1.3	i	i	4.5	i	i	i	2.8	-0.3
CCN(c1ccccc1)c1nc(C#N)nc(N(CC)c2ccccc2)n1	i	-10.0	4.4	i	i	-19.0	i	i	i	19.1	-0.1
O=C(c1cn(-c2ccccc2)nc1-c1ccncc1)n1nnc2ccccc21	i	-6.3	0.3	i	i	-18.9	i	i	i	-0.8	-1.5
Cc1cccnc1NC(=O)c1ccc(S(=O)(=O)N2CC(C)OC(C)C2)cc1 (stereo not drawn)	i	18.5	-2.7	i	i	1.7	i	i	i	12.8	0.0
O=C(NCCCN1CCN(c2ccccc2F)CC1)Nc1ccccc1[N+](=O)[O-]	i	11.3	3.5	i	i	3.1	i	i	i	-4.1	252.4*
O=C(Nc1c(C(=O)N2CCOCC2)cnn1-c1ccccc1)c1ccccc1F	i	8.2	-2.4	i	i	21.4	i	i	i	0.1	0.0
CC1=CC(C)(C)N(C(=O)c2ccccc2)c2ccccc21	i	-3.3	-1.7	i	i	-18.5	i	i	i	10.6	-0.6
O=C(Nc1ccc2c(c1)OC1(CCCC1)O2)C1CC1	i	-54.8	3.1	i	i	14.0	i	i	-5.87*	-5.5	1.3
COCCn1nnnc1C(c1cc2cc(C)cc(C)c2[nH]c1=O)N1CCN(c2ccccc2F)CC1 (stereo not drawn)	i	6.5	5.4	i	i	-22.5	i	i	i	2.4	-0.2
CCOC(=O)CCc1c(C)nc(SCCCn2c(=O)[nH]c3ccccc32)c(C#N)c1C	i	1.8	2.6	i	i	-3.6	i	i	i	-3.1	-0.1
O=C(COC(=O)C12CC3CC(CC(C3)C1)C2)Nc1ccc(OC(F)F)cc1	i	-15.1	3.7	i	i	-6.5	i	i	i	5.7	0.5
Brc1ccc(C2=CSC3=NCCN23)cc1	i	-47.3	5.9	i	i	6.2	i	i	i	6.6	-0.1
CC1CCN(c2nc(-c3ccco3)c3c(c2C#N)CC(C)(C)OC3)CC1	i	-2.1	-5.2	i	i	-2.0	i	i	i	1.0	-0.5
O=C(CCCc1nc2ccccc2s1)NCc1ccccc1	i	-19.4	-0.5	i	i	5.5	i	i	i	-5.8	-0.3
COc1ccc(OCCCC(=O)N2CCCc3ccccc32)cc1	i	-14.1	1.4	i	i	-11.3	i	i	i	-5.1	-0.2
COc1ccc(C(=O)NCCc2nnc3ccc(SCC(=O)NCc4ccc(F)cc4)nn23)cc1	i	7.8	0.0	i	i	-2.9	i	i	i	-2.9	0.3
CCOC(=O)Cc1csc(NC(=O)c2ccc(Cl)s2)n1	i	-119.0	-4.0	i	i	-56.1	i	i	i	-4.1	-19.5
O=[N+]([O-])c1ccccc1-c1nc(-c2ccc(Br)o2)no1	i	-265.9	1.2	i	i	-182.7	i	i	i	3.3	2.2
O=C(O)c1ccc(Cl)c2c1C1C=CCC1C(c1ccccn1)N2 (stereo not drawn)	i	7.5	-12.5	i	i	-19.4	i	i	i	0.0	-0.1
COCc1cc(C)nc2sc(C(=O)Nc3ccccc3C)c(N)c12	i	11.2	3.4	i	i	-52.0	i	i	i	9.0	-1.0
CCOc1ccc(NC(=O)c2ccc(CN3CCc4ccccc4C3)cc2)cc1	i	22.8	5.1	i	i	-66.8	i	i	i	4.0	2.0
CC(OC(=O)c1nc(-c2ccccc2)n(-c2ccccc2)n1)C(=O)Nc1cc(Cl)cc(Cl)c1 (stereo not drawn)	i	-6.6	0.4	i	i	21.5	i	i	i	16.0	0.2
COc1ccc(/C=N\NC(=O)CNC(=O)C2COc3ccccc3O2)cc1[N+](=O)[O-] (stereo not drawn)	i	18.0	0.7	i	i	-6.5	i	i	i	-1.5	-0.8
CCN1C(C#N)=C(C#N)N=C(C)CC1(C)C	i	-3.4	-9.3	i	i	-14.2	i	i	i	1.8	-0.2
O=C(/C=C/c1ccc(S(=O)(=O)N2CCOCC2)cc1)N1CCN(c2ccccc2)CC1	i	-23.1	-4.9	i	i	-30.1	i	i	i	16.7	-1.1
Cc1ccc(C(=O)NCC(=O)OCC(=O)NCCNC(=O)COC(=O)CNC(=O)c2ccc(C)cc2)cc1	i	5.3	/	i	i	/	i	i	i	-6.7	-0.4
COc1ccc(OCc2cccc(C(=O)N3CCCC3)c2)cc1	i	4.8	3.3	i	i	-117.6	i	i	i	0.0	-1.2
Cc1c(C(=O)N(Cc2ccc(F)cc2)C2CCS(=O)(=O)C2)oc2ccccc12 (stereo not drawn)	i	14.9	-9.3	i	i	-21.4	i	i	i	0.1	/
COCCNc1nnc(Cc2ccc(OC)c(OC)c2)c(=O)[nH]1	i	0.7	-7.2	i	i	7.0	i	i	i	4.0	-19.6
Nc1n[nH]c(-c2ccccc2)c1-c1ccccc1	i	19.4	-2.5	i	i	-9.2	i	i	i	7.1	-0.4
CCOc1ccccc1NC(=O)c1ccc(NC(=O)C2CCCO2)cc1 (stereo not drawn)	i	-22.1	4.0	i	i	-1.8	i	i	i	11.2	-0.3
Cc1ccc(Cn2c(C)c3cnn(CC(=O)NCc4ccccn4)c(=O)c3c2C)cc1	i	21.6	4.0	i	i	-8.5	i	i	i	-4.7	-0.3
CCCC(=O)Nc1sc(C(=O)OC)c(C)c1C(N)=O	i	-1.4	4.2	i	i	-22.0	i	i	i	1.5	0.3
CCOC(=O)N1CCC(NC(=O)C2CCN(c3ccc(N4CCOCC4)nn3)CC2)CC1	i	-17.2	-2.2	i	i	-18.3	i	i	i	-6.2	0.0
CCCCCN(C(=O)CCC(=O)OCCOc1ccccc1Cl)c1c(N)n(CCCC)c(=O)[nH]c1=O	i	12.4	/	i	i	/	i	i	i	-0.2	-2.2
(listing goes on)
SMILES	TRPC4 act	aSyn UTR inh	IEC-6 cytotox	TRPC6 activator	TRPC6 inh	KLF5 inh	TRPC4 PAM	TRPC4 inh	MrgX1 antagonist	SKKanGAS inh	HIF act
CCCCCC(=O)Nc1nc(C)c(-c2csc(Nc3ccccc3OCC)n2)s1	i	-25.2	0.7	i	i	-27.7	i	i	i	12.2	2.0
CN(C)c1ccc(C(=O)c2ccccc2C(=O)O)cc1[N+](=O)[O-]	i	-77.1	-4.4	i	i	-20.1	i	i	i	-12.6	3.3
Cc1ccc(NC(=O)CCc2c(C)nn(-c3ccc(N4CCOCC4)nn3)c2C)cc1C	i	22.6	3.4	i	i	-25.1	i	i	i	2.5	0.2
COc1ccccc1C(=O)Nc1c2c(nn1-c1ccc([N+](=O)[O-])cc1)CS(=O)(=O)C2	i	20.0	5.2	i	i	-28.3	i	i	i	-4.5	0.5
COc1cccc(/C=N/NC(=O)Cn2nc([N+](=O)[O-])cc2C)c1	i	25.0	2.1	i	i	-16.6	i	i	i	1.3	-0.3
COc1ccc(OC)c(-c2nc(C)sc2CC(=O)O)c1	i	-6.3	0.5	i	i	-6.9	i	i	i	1.1	0.3
